Compound activity deposited in PubChem by NMMLSC.
RGS8-Gao reg – modulates binding of RGS8 to human Galphao; P09471; multiplexed bead flow cytometry; actives lie on both sides; response (percent of control binding), % at 10 µM; 0.34% of 220,000 active; AID 1423; in the data active = response below about 60% or above about 140%; inactive = in between;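 note: Galphao activated as the GDP aluminium fluoride complex binding bead-coupled RGS8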
Bim-Bcl-2 – disrupts Bim peptide binding to human Bcl-2. Bead-based flow cytometry, Bim peptide-Bcl-2 binding. inhibition, % at 10 µM. 0.06% of 190,000 active. AID 950; in the data active = inhibition above about 40%; inconclusive = no clear call, values can overlap the other calls;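 note: 0% = no compound wells with probe peptide and 100% = reference peptide inhibitor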
ABCB1 inh – blocks JC-1 efflux by human ABCB1 transporter. inhibition, % at 6.6 µM. P08183. AID 1326. CCRF-Adr cells, flow cytometry. 0.067% of 190,000 active; in the data active = inhibition above about 40%;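 note: 0% = vehicle and 100% = reference inhibitor; higher value means more JC-1 retained so stronger ABCB1 efflux block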
RGS4-Gao reg – modulates binding of RGS4 to human Galphao. binding response (% of control), % at 10 µM. Multiplexed bead flow cytometry; actives lie on both sides. 0.33% of 220,000 active; in the data active = binding response below about 49% or above about 150%; inactive = in between;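 note: fluorescent Galphao activated with aluminum fluoride binding bead-coupled RGS4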
Bim-Bcl-XL – inhibitors of Bim-Bcl-XL interaction, human; Q07817; AID 1007; 0.04% of 190,000 active; Bim peptide-Bcl-XL binding, bead flow cytometry, fluorescence; inhibition, % at 10 µM
Bcl-B Bim block – disrupts Bim peptide binding to human Bcl-B. Q9HD36. bead-based flow cytometry. inhibition, % at 10 µM. 0.073% of 190,000 active. AID 951;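 note: 0% = tracer peptide without compound and 100% = reference inhibitor peptide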
Target sequence (Q9HD36 whole entry, looked up): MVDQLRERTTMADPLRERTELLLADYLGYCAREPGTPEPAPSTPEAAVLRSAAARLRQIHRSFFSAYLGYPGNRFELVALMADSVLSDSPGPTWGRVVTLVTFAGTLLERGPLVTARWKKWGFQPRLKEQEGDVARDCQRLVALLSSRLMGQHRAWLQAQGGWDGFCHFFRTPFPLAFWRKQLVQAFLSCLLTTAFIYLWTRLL
GSH bead fluor – compound fluoresces at 488/530 nm on GSH beads. AID 1776. fluorescence (KMESF) at 10 µM. 0.25% of 190,000 active. GSH beads flow cytometry, compound fluorescence 488/530 nm; stronger effect = higher value; in the data active = fluorescence above about 89;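 note: glutathione beads carrying GST-tagged Bcl family fusion proteins plus one bare bead set; values are compound well signal with DMSO vehicle wells as background; inactives centre near 16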
ABCG2 block – inhibitors of human ABCG2 transporter, ABCB1 counter-screen. inhibition, % at 6.6 µM. IgMXP3 cells, JC-1 efflux, flow cytometry. Q9UNQ0. 0.1% of 190,000 active. AID 1325;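 active = inhibition above 80%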;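 note: 0% = DMSO and 100% = nicardipine control wells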
Target sequence (Q9UNQ0 whole entry, looked up): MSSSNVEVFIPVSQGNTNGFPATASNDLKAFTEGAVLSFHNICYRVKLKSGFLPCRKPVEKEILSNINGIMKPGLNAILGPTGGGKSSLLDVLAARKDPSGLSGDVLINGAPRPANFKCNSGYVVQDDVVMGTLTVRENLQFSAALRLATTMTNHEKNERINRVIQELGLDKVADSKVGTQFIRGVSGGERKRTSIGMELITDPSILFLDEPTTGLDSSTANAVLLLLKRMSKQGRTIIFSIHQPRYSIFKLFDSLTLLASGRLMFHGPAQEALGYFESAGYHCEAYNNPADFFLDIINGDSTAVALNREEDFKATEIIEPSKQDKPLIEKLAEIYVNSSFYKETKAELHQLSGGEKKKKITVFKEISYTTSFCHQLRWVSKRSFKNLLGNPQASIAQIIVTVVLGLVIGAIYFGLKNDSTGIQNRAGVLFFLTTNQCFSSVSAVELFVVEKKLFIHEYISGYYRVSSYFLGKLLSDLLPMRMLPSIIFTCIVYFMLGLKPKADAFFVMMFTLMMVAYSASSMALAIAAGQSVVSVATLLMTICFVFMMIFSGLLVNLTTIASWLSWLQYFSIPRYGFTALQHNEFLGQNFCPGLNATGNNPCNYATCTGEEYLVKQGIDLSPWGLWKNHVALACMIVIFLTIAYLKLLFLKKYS
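Incubation: cells with compound and JC-1, 10 min at 25 °C, rotating, no wash / Test system: IgMXP3 (ABCG2) plus far-red-tagged CCRF-Adr (ABCB1) cells / Compound dosing: one concentration, 6.6 µM final / Also added: JC-1 fluorescent substrate / Evaluation: efflux inhibition in percent versus controls / Detection: flow cytometry, 530 nm JC-1 signal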
Bfl-1 Bim block – inhibitors of Bim-Bfl-1 interaction, human | Bead-based flow cytometry, Bim-Bfl-1 binding inhibition | inhibition, % at 10 µM | 0.12% of 190,000 active | AID 1008;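 note: 0% = wells without compound plus tracer and 100% = blocker peptide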
Bim-Bcl-W – human Bim-Bcl-W interaction inhibition; bead-based flow cytometry, Bim peptide-Bcl-W binding; inhibition, % at 10 µM; 0.02% of 190,000 active; AID 952;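 note: 0% = bound tracer without compound and 100% = peptide blocker; higher means less fluorescent Bim peptide bound to Bcl-W beads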
RGS7-Gao – modulates binding of RGS7 to human Galphao | binding response (% of control), % at 10 µM | Multiplexed bead flow cytometry; actives lie on both sides | P09471 | AID 1439 | 0.35% of 220,000 active; in the data active = binding response below about 49% or above about 150%; inconclusive = no clear call, values can overlap the other calls; inactive = in between;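 note: fluorescent Galphao held in activated GDP-AlF4 state binding bead-coupled RGS7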
* marks the source's active call; other numbers are inactive results; ? = inconclusive. Cut-off read from the data, not from the text of the source, unless noted: active = inhibition above about 40%.

SMILES	RGS8-Gao reg	Bim-Bcl-2	ABCB1 inh	RGS4-Gao reg	Bim-Bcl-XL	Bcl-B Bim block	GSH bead fluor	ABCG2 block	Bfl-1 Bim block	Bim-Bcl-W	RGS7-Gao
COc1cc(NC(=O)c2cccnc2Sc2ccc(Cl)cc2)cc(OC)c1OC	96	3	0.6	95	1	-3	5	6	3	0	95
COc1cc(C(N)=O)ccc1OCc1ccccc1	103	-4	0.8	100	-2	-2	18	8	0	-1	99
CSc1nsc(SCc2ccc(F)cc2)n1	103	-4	0.3	97	-2	-4	28	3	-9	0	97
O=C(O)c1ccc(N/N=C/c2ccc3ncccc3c2)cc1	90	4	-0.3	97	-1	6	14	0	0	1	99
C(=N\Nc1nc(-c2ccccc2)cs1)/c1ccco1	98	-3	-0.2	96	-11	-18	17	-1	-5	-8	97
O=C(O)CCCN1C(=O)C2C3CC(C2C1=O)C1C(c2ccccc2)c2sc(=O)n(-c4ccccc4)c2SC31 (stereo not drawn)	100	-1	0.1	100	0	-1	21	2	-5	0	100
CC[C@H](C)C(C(=O)N1CCN(C(=O)OC(C)(C)C)CC1)n1cc(C(CC(C)C)NC(=O)OC(C)(C)C)nn1 (stereo partly drawn)	108	-6	12	111	-2	2	19	20	0	-3	110
O=C(O)c1ccccc1OCCOc1ccccc1	101	-5	0.7	102	2	-4	23	0	-6	-1	102
Cc1ccc(Cn2nnnc2CN2CCC(NC(=O)c3ccccc3F)CC2)cc1	102	-10	1.9	100	-6	-10	28	9	-18	-1	97
O=C(OCc1c(Cl)cccc1Cl)c1cccnc1	99	0	0.1	102	-5	-5	11	1	-2	-2	102
Cc1ccc(-n2ncc3c(=O)n(CC(=O)Nc4cccc(Cl)c4)cnc32)cc1C	101	-4	0.0	101	-1	0	13	0	0	0	101
CN(C)S(=O)(=O)Oc1cccc(C(=O)Nc2ccccc2Cl)c1	101	-11	0.6	103	-3	-8	25	3	-11	-3	104
Cc1ccc(NC(=O)CSc2ccccn2)cc1S(=O)(=O)N1CCOCC1	99	-2	1.1	101	-4	-4	13	10	-4	-2	105
COc1ccc(CNC(=O)CCSCc2ccc(C)cc2)cc1	101	-4	0.0	102	1	0	20	8	-4	0	96
C=CCN1N=C(/C=C/c2ccc(C)cc2)CCC1=O	100	1	0.0	103	-1	-4	13	4	-6	2	101
CN(C(=O)Cn1cc(C#N)c2ccccc21)c1ccccc1	96	-2	0.3	98	0	-1	11	3	-4	0	101
CCCn1c(SCC(=O)c2ccc3c(c2)NC(=O)CO3)nc2ccccc21	97	-4	0.0	99	-5	-8	7	-2	1	-4	99
CC1Cc2ccccc2N1C(=O)CSc1nnc(NC(=O)Cc2cccs2)s1 (stereo not drawn)	84	-2	0.3	52	-4	0	10	2	-1	-2	73
CCOC(=O)C1CCCN(C(=O)C2CCN(S(=O)(=O)CC)CC2)C1 (stereo not drawn)	100	-2	0.1	101	-2	-4	26	0	-4	-4	99
CC(C)c1nnc(SCC(=O)NCc2ccco2)n1C	99	-5	0.9	100	-4	-5	24	1	-12	0	102
COC(=O)C1=C(N)Oc2cc(C)n(C)c(=O)c2C1c1ccc(Cl)c(Cl)c1 (stereo not drawn)	98	-5	1.2	98	-3	-2	25	5	-1	1	97
O=c1[nH]c(CSc2nnc(Cc3ccccc3)o2)nc2ccccc12	101	-6	0.8	105	-3	-4	20	9	-6	-1	99
CC(=O)c1ccc(-c2cccs2)s1	98	1	-0.3	99	3	-13	14	-1	0	2	97
COc1ccc(/C=N/NC(=O)c2cccnc2)cc1CSc1nc2ccccc2s1	102	-1	0.3	98	-10	-10	11	-5	-4	-6	100
CN(Cc1ccccc1)C(=O)CSc1nc2ccccc2c(=O)n1Cc1ccco1	100	-13	18	102	-14	-13	35	53	-19	-2	101
COc1cc(C)c(Cl)cc1S(=O)(=O)n1ccnc1	100	-3	0.7	100	-2	-4	20	2	-2	1	99
COc1ccc(C)cc1-n1nnnc1SCC(=O)NNC(=O)c1ccc([N+](=O)[O-])cc1	95	-4	1.2	94	-4	-10	17	29	-13	-4	88
CCOC(=O)c1c(C)c(C(=O)NCC2CCCO2)c(C)n1C (stereo not drawn)	100	-8	1.1	98	-5	-9	27	8	-12	1	98
Cc1ccccc1C(=O)N1CCC(C(=O)Nc2ccc3c(c2)OCCO3)CC1	101	-9	0.2	103	-4	-8	11	3	-11	2	98
O=C(Nc1cccc(Cl)c1)Nc1ccccc1C(=O)NCc1ccco1	100	-8	2.0	100	-3	-7	30	49	-12	-2	100
COCCN1Cc2cccc(C(=O)NCc3ccccc3OC)c2C1=O	101	-8	0.4	99	-7	-7	32	6	-12	-1	102
CCOc1ccc(NC(=O)CCN2CCN(c3ccccc3F)CC2)cc1	99	-3	0.8	102	0	-6	37	3	-7	5	101
CCNC(=O)Nn1c(C)nnc1C	95	-4	0.5	92	-2	-3	24	3	-8	2	93
Cc1nc(NC(=O)C2CC2)sc1C(=O)N1CCCCC1	101	-8	0.8	102	-6	-8	36	4	-11	-2	101
COc1ccc(-c2csc(Nc3ccc(S(N)(=O)=O)cc3)n2)cc1OC	92	-6	-0.5	86	-2	-2	10	-1	-1	-2	94
Cc1cc(C(C)(C)C)oc1C(=O)N(CC(=O)NC1CCCC1)Cc1ccccc1	106	-5	0.0	109	-1	-4	44	-1	-9	3	103
CCOC(=O)c1c(-c2ccccc2)csc1NC(=O)c1nn(CC)cc1Br	104	-10	0.5	102	-3	-8	14	5	-8	0	102
Cc1cc(C)c2nc(NC(=O)C3CC(=O)N(Cc4ccco4)C3)sc2c1 (stereo not drawn)	102	0	-1.1	101	-3	-4	13	7	-5	-4	97
O=C(N/N=C/c1ccc2cccnc2c1)c1ccco1	99	-6	0.9	97	-2	-6	13	2	-4	-7	97
COc1ccccc1N1CCN(/N=C\c2ccc(C)o2)CC1	104	-4	-0.4	102	2	-2	9	-1	1	0	108

11 of the compounds above, as comma-separated lines.
SMILES,RGS8-Gao reg,Bim-Bcl-2,ABCB1 inh,RGS4-Gao reg,Bim-Bcl-XL,Bcl-B Bim block,GSH bead fluor,ABCG2 block,Bfl-1 Bim block,Bim-Bcl-W,RGS7-Gao
COC(=O)C1=C(N)Oc2cc(C)n(C)c(=O)c2C1c1ccc(Cl)c(Cl)c1 (stereo not drawn),98,-5,1.2,98,-3,-2,25,5,-1,1,97
O=c1[nH]c(CSc2nnc(Cc3ccccc3)o2)nc2ccccc12,101,-6,0.8,105,-3,-4,20,9,-6,-1,99
CC(=O)c1ccc(-c2cccs2)s1,98,1,-0.3,99,3,-13,14,-1,0,2,97
COc1ccc(/C=N/NC(=O)c2cccnc2)cc1CSc1nc2ccccc2s1,102,-1,0.3,98,-10,-10,11,-5,-4,-6,100
CN(Cc1ccccc1)C(=O)CSc1nc2ccccc2c(=O)n1Cc1ccco1,100,-13,18,102,-14,-13,35,53,-19,-2,101
COc1cc(C)c(Cl)cc1S(=O)(=O)n1ccnc1,100,-3,0.7,100,-2,-4,20,2,-2,1,99
COc1ccc(C)cc1-n1nnnc1SCC(=O)NNC(=O)c1ccc([N+](=O)[O-])cc1,95,-4,1.2,94,-4,-10,17,29,-13,-4,88
CCOC(=O)c1c(C)c(C(=O)NCC2CCCO2)c(C)n1C (stereo not drawn),100,-8,1.1,98,-5,-9,27,8,-12,1,98
Cc1ccccc1C(=O)N1CCC(C(=O)Nc2ccc3c(c2)OCCO3)CC1,101,-9,0.2,103,-4,-8,11,3,-11,2,98
O=C(Nc1cccc(Cl)c1)Nc1ccccc1C(=O)NCc1ccco1,100,-8,2.0,100,-3,-7,30,49,-12,-2,100
COCCN1Cc2cccc(C(=O)NCc3ccccc3OC)c2C1=O,101,-8,0.4,99,-7,-7,32,6,-12,-1,102

(cont.)
SMILES	RGS8-Gao reg	Bim-Bcl-2	ABCB1 inh	RGS4-Gao reg	Bim-Bcl-XL	Bcl-B Bim block	GSH bead fluor	ABCG2 block	Bfl-1 Bim block	Bim-Bcl-W	RGS7-Gao
Cc1cccc(NC(=O)CCSc2ccccc2)c1C	101	2	-0.2	98	-2	2	8	5	4	-4	96
Cn1ccnc1SCCC#N	98	-5	0.6	100	-4	-8	21	10	-14	-2	101
CCOC(=O)c1ccc(NC(=O)COc2cc(=O)n(CC)c3ccccc23)cc1	100	-6	-0.3	96	0	-3	23	1	-8	1	97
COc1ccccc1NC(=S)NNC(=O)c1nn(C)cc1Cl	89	-2	-0.1	102	-8	-2	53	0	0	-3	113
O=C(Cn1c(NCCO)nc2ccccc21)N1CCN(Cc2ccccc2)CC1	101	1	1.0	100	1	5	14	0	5	1	?
COc1ccc(NC(=O)Nc2ccc(Cc3ccncc3)cc2)cc1OC	109	-1	1.7	100	0	0	22	23	0	-1	101
COc1ccc(OCC(=O)N/N=C2\CCCCc3ccccc32)cc1	99	-4	-1.1	97	-1	-2	9	3	-7	0	98
CCOC(=O)c1sc(NC(=O)CSc2nc3c(c(-c4ccc(OC)cc4)c2C#N)CCCC3)c(C#N)c1C	108	-3	-0.1	101	3	-1	21	0	1	4	99
O=S(=O)(c1ccc2nc(COc3ccccc3)[nH]c2c1)N1CCOCC1	102	-5	0.6	99	-8	-6	22	40	-9	-4	97
CC(C)Oc1ccc2c(c1)OC(c1ccccc1)(C(F)(F)F)NC2=O (stereo not drawn)	100	-24	0.2	99	-12	-17	16	9	-12	-9	102
N#CC1=C(N)C(C#N)(C#N)C(c2cccnc2)C2CCCC=C12 (stereo not drawn)	98	2	0.6	99	-1	2	12	3	1	0	95
CCOC(=O)Cc1nn(Cc2ccccc2)c(=O)c2ccccc12	103	-5	0.3	103	-9	-8	14	1	-6	-4	98
COc1ccc(-n2c(SCC(=O)N3CCN(c4ccccc4)CC3)nc3c(c2=O)SCC3)cc1	101	-5	3.3	100	-7	-7	14	8	-6	-4	100
Cc1nc2nc(CSc3nnc(C)s3)cc(=O)n2[nH]1	100	-13	0.4	100	-8	-6	26	4	-21	2	100
CCC(C)(C(=O)NC1CCCC1)N(C(=O)c1cnccn1)c1ccccc1 (stereo not drawn)	104	-10	0.2	107	-2	-6	25	0	-11	1	110
Cc1cc(NC(=O)c2cnn3c(C(F)(F)F)cc(-c4ccc(Br)cc4)nc23)no1	94	-4	4.9	91	-4	-1	45	21	-9	3	92
Cc1ccccc1NC(=O)NCCN1C(=O)C2C3C=CC(C3)C2C1=O (stereo not drawn)	103	-11	0.2	106	-5	-5	21	1	-9	1	102
